From PubChem BioAssay
PI4K2A block: PI4K2A (human) kinase inhibition; Q9BTU6; purified PI4K2A, ADP-Glo luminescence, 1 h; active compounds read low; activity change, negative = inhibition, % at 76.9 µM; 420,000 compounds, 0.13% hits; AID 1346378; in the data active means activity change below about -50%; inconclusive means mostly about -30% to -49%;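 further: -100% = wells without enzyme as full effect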
Target sequence (Q9BTU6 whole entry, looked up): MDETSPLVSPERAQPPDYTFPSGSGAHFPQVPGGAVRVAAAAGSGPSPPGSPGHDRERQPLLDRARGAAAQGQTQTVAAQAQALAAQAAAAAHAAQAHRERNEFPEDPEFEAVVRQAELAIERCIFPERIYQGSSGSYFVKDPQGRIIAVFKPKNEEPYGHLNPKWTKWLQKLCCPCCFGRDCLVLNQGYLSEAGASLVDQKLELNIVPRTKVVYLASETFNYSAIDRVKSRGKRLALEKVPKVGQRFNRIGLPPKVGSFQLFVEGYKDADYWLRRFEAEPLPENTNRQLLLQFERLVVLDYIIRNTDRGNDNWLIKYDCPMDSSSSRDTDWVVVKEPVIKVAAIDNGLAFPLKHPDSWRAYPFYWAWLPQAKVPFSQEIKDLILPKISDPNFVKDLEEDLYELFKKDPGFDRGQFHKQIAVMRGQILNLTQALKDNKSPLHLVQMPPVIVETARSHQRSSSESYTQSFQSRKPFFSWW
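PI4K2A activity was measured by ADP-Glo luminescence: enzyme (4 ug/mL stock) and phosphatidylinositol (1.2 mM stock) in Tris pH 7.5/MgCl2/EGTA/Triton X-100 buffer were reacted with ATP (300 microM stock) for one hour at ambient temperature.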
mIDH1 inhibitor: human IDH1 R132H inhibition | O75874 | IDH1-R132H enzyme, NADPH consumption, diaphorase/resazurin fluorescence | Potency, µM (titrated, usually from 76.6 µM), without a hit: at the highest dose activity change, negative = inhibition, most hits filed as inhibitors | 390,000 compounds, 0.093% hits; further: potency means the concentration at half of the fitted maximal effect; on the % scale 0 is the no-effect control and ±100 the full control effect; nearly all actives have a fitted effect of over 65% in size
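IDH1-R132H (0.5 ug/mL) preincubated 30 min with compound, then NADPH (0.016 mM) and alpha-KG (2 mM) added; 80 min at RT, pH 7.5. Remaining NADPH coupled via diaphorase/resazurin to fluorescence (540/590 nm); concentration-response curves normalized to no-enzyme control.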
USP1 inh: inhibitors of human USP1/UAF1 deubiquitinase; recombinant USP1/UAF1, Ub-Rhodamine cleavage fluorescence; AID 743255; O94782; Potency, µM (doses to about 57.1 µM), for inactives: at the top dose activity change, negative = inhibition, actives largely listed as inhibitors; 390,000 compounds, 0.23% hits; further: potency means the concentration at half of the fitted maximal effect; on the % scale 0 is the no-effect control and ±100 the full control effect; nearly all actives have a fitted effect of over 60% in size; inactives centre near -12
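In this screen, compounds sit with the deubiquitinase complex (1nM) for 15 min at room temperature before Ub-Rho is added at 150nM final. Fluorescence rise is then followed for 6 reads every 60 seconds.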
rTrxR1 inhibitor: blocks rat thioredoxin reductase 1. O89049. Potency, µM (top dose mostly 114 µM), inactives show top-dose activity change, negative = inhibition, most hits filed as inhibitors. recombinant rTrxR1, NADPH fluorescence consumption, selenite substrate. AID 588453. 390,000 compounds, 1% hits; further: potency means the concentration at half of the fitted maximal effect; on the % scale 0 is the no-effect control and ±100 the full control effect; nearly all actives have a fitted effect of over 65% in size
Target sequence (O89049 whole entry, looked up): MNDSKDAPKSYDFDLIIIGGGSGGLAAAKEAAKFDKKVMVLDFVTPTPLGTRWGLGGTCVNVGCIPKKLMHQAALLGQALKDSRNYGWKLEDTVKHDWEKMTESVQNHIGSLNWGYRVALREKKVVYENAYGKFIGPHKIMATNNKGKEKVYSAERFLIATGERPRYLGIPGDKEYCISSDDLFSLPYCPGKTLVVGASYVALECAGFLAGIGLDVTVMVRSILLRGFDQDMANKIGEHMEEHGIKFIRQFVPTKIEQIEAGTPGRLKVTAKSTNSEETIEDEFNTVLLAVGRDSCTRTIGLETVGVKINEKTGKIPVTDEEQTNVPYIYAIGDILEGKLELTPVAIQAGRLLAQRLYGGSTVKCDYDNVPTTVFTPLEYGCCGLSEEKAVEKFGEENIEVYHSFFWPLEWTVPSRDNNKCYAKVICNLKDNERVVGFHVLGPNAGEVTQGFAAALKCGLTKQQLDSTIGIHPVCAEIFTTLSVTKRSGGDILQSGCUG
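Rat TrxR1 (90 nM in the dispensed reagent) was pre-reduced with 400 uM NADPH for 5 min at room temperature, then incubated with compound for 15 min. After 400 uM selenite was added, NADPH fluorescence (Ex 340/Em 450 nm) was followed for 8 min.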
TRHR agonist: agonists of human TRH receptor; P34981; TRHR cells, calcium flux fluo-8, FDSS agonist mode; activation, % at 2 µM; 360,000 compounds, 0.18% hits; AID 493084; in the data active means activation above about 30%; further: 0% is about no effect
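Steps: seed TRHR cells overnight; add fluo-8 no-wash Ca dye, RT 30 min–1.5 h; record 10 s baseline; pin-transfer compounds; monitor fluorescence 1 cycle/s for the agonist window. Calcium increases flag candidate agonists.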
TrxR1 substrate: is turned over as a substrate by rat TrxR1. O89049. purified TrxR1 substrate turnover, NADPH consumption readout. Potency, µM (doses to about 114 µM), for inactives: at the highest dose activity change, negative = substrate turnover. 390,000 compounds, 0.01% hits. AID 588456; further: potency means the concentration at half of the fitted maximal effect; on the % scale 0 is the no-effect control and ±100 the full control effect; nearly all actives have a fitted effect of over 50% in size
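Rat TrxR1, dispensed at 90 nM, was prereduced with 400 uM NADPH (final) for 5 min at ~22 deg C, then incubated with compound 15 min before 400 uM selenite. A first-read NADPH fluorescence drop versus no-compound background flagged substrates.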
D2 antag: antagonizes the human D2 dopamine receptor; HEK293 TREx D2 cells, calcium flux, dopamine EC80; 340,000 compounds, 2% hits; inhibition, % at 10 µM; in the data active means inhibition above about 30%; further: 0% is about no effect
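Tetracycline-induced HEK293 T-REx cells expressing D2 force-coupled to calcium signalling were dye-loaded, exposed to compound for 180 s, then challenged with an EC80 of dopamine; calcium flux was followed kinetically for a further 180 s.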
TRHR enhancer: allosteric enhancers of human TRH receptor; TRHR cells, fluo-8 calcium fluorescence, EC20 TRH enhancement; enhancement, % at 2 µM; 360,000 compounds, 0.66% hits; in the data active means enhancement above about 30%; further: 0% is about no effect
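TRHR-expressing cells loaded with fluo-8 calcium dye were read kinetically (ex 480/em 530) during compound addition, then stimulated with an EC20 of TRH (10 nM final). Enhancement of the Gq-mediated intracellular calcium response was scored.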
D2 agonist: D2 dopamine receptor (human) agonism; 340,000 compounds, 0.53% hits; activation, % at 2 µM; AID 485358; HEK293 T-REx D2 cells, calcium flux agonist mode; P14416;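 active means activation over 3 SD above normal in the single-dose calcium agonist read, cut at about 30% in these data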; further: 0% is about no effect
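Tetracycline-induced HEK293 Trex cells with D2 receptor force-coupled to calcium signaling, plated overnight at 30 C and loaded with no-wash calcium dye. Calcium flux read kinetically for 180 s after compound addition; responses flag agonists.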
* marks the source's active call; other numbers are inactive results; ? = inconclusive; nt = not tested or not shown; & = joins results of further samples; [ ] = remark or other dose. Unless noted, the call rests on the fitted dose curve; in most records, active means well fitted inhibition curve with a large enough effect; inconclusive means small, poorly fitted or top-dose-only effect; inactive means no such curve, though single readings can be large or run the other way.

SMILES | PI4K2A block | mIDH1 inhibitor | USP1 inh | rTrxR1 inhibitor | TRHR agonist | TrxR1 substrate | D2 antag | TRHR enhancer | D2 agonist
O=C(COC(=O)C1=COCCO1)Nc1ccccc1OC(F)F | 2 | -6% | -8% | 11%[57.1 µM] | 0.2 | -4%[57.1 µM] | -1 | 1 | -0.4
COc1ccccc1C(=O)N1CCCC1(C#N)c1ccccc1 (stereo unspecified) | 4 | 9% | -18% | 8% | 0.1 | 3% | -16 | -4 | -1.9
CC(=O)CSc1nc(C(F)(F)F)cc(=O)n1-c1ccccc1 | -1 | 0% | -14% | 21% | 0.1 | 4%[57.1 µM] | -1 | 0 | 0.0
COc1ccccc1NC(=O)CN(c1ccc(C(C)C)cc1)S(=O)(=O)c1c(C)noc1C | 0 | -6% | ? | 7% | 0.2 | -9% | nt | -5 | 0.6
Cc1ccc(NC(=O)C(C)Sc2nnc(C3CC3)n2C2CC2)cc1S(=O)(=O)N1CCOCC1 (stereo unspecified) | 4 | 8% | -21% | 10% | 0.2 | 2% | 10 | -2 | -1.1
CCOC(=O)C1CCN(Cc2ccc(O)c3ncccc23)CC1 | -4 | 0% | -15% | 7.1µM* | -0.1 | 8% | -6 | 11 | 25
Cc1ccc(Cl)cc1NC(=O)N1CCN(C)c2ncccc21 | -4 | -2% | -23% | 77%[activator] | 2.4 | 126%[activator] | nt | 2 | 1.3
Cc1sc2nc(SCC(=O)NCCCO)n(-c3ccccc3)c(=O)c2c1C | 12 | -14% | -20% | -29% | -0.2 | -17% | 10 | 5 | -0.5
COc1ccc(C2/C=C\CN(S(=O)(=O)c3ccc4ccccc4c3)CC(=O)N2Cc2ccc(F)cc2)cc1 (stereo unspecified) | 0 | 8% | -10% | 10%&18% | 1.1 | -7%&5% | -15 | 6 | -1.1
COc1ccc(NC(=O)CNC(=O)c2nn(-c3ccc(OC)cc3OC)c(=O)c3ccccc23)c(OC)c1 | 0 | -2% | -5% | 4% | -0.7 | 3% | -2 | -1 | -0.5
Cc1nn(-c2ccccc2)c(C)c1C(=O)OC(C)C(=O)Nc1ccc(C(N)=O)cc1 (stereo unspecified) | -7 | 2% | ? | 5% | nt | -9%[57.1 µM] | nt | nt | nt
CCn1c(C(=O)NCc2cccc(Br)c2)cc2oc3ccccc3c21 | -4 | nt | 0% | 32% | -0.3 | 52%[activator] | nt | 2 | -0.4
COCC(=O)Nc1sc2c(c1C(=O)OC)CCC(C)C2 (stereo unspecified) | -1 | 0% | -16% | 11%[57.1 µM] | -0.9 | -3%[57.1 µM] | -4 | 1 | -0.1
Cc1cccc(C(=O)Oc2ccc(/C=N/NC(=O)c3ccncc3)cc2)c1 | 1 | 3% | -5% | 7%[57.1 µM] | 0.6 | 14%[57.1 µM] | 4 | 5 | -0.8
CCOc1nc(NC(=O)NS(=O)(=O)Oc2ccccc2)nc(-c2ccccc2)n1 | -6 | -8% | -25% | 11% | 0.0 | -1% | nt | 13 | -0.1
CN(CC(=O)Nn1cnnc1)S(=O)(=O)c1ccccc1 | 2 | 0% | -13% | 6% | 0.3 | -1% | -4 | 10 | 1.8
Cc1cc(NC(=O)CN2C(=O)[C@@H]3[C@H](C2=O)[C@@H]2C[C@H]3C(Br)C2Br)no1 (stereo partly specified) | 1 | -4% | -6% | 9% | 1.1 | -5% | -5 | -1 | 3.6
C=CCN(C(=O)COC(=O)c1cc[n+]([O-])cc1)c1nc(-c2ccccc2)cs1 | -4 | -2% | -12% | 12% | nt | -2% | nt | nt | nt
COc1ccc(CCC(=O)N2CCN(c3ccc(OC)cc3)CC2)cc1 | -2 | -1% | -21% | -16% | 0.2 | -5% | nt | 4 | nt
O=C1C2C3C=CC(C3)C2C(=O)N1c1cccc(N2C(=O)C3C4C=CC(C4)C3C2=O)n1 (stereo unspecified) | 1 | 7% | -15% | 18% | 1.3 | 9% | -3 | 3 | 0.6
Cc1cc(NS(=O)(=O)c2ccc(NC(=S)NC(=O)c3ccccc3)cc2)no1 | 2 | 2% | -8% | 45µM* | -0.7 | -19% | 2 | 11 | -1.0
CCOC(=O)c1c(C)c(C(=O)NCCN2CCOCC2)c(C)n1C | -1 | -4% | -9% | 7% | -0.5 | -3% | 2 | 5 | 0.3
COc1ccc2cc(-c3[nH]ncc3CN3C[C@@H]4CCC[C@H]3C4)ccc2c1 | 5 | -8% | -6% | -10% | -0.4 | -7% | 18 | 3 | -1.2
CCC(=O)Nc1nc2ccccc2n1CCN1CCOCC1 | 1 | 1% | -13% | 1% | 0.3 | 3% | -2 | 5 | 0.0
O=C(CCS(=O)(=O)c1cccc2nonc12)Nc1cccc2c1CCCC2 | 3 | 1% | -13% | -18%[57.1 µM] | -0.2 | -2%[57.1 µM] | -8 | 1 | 0.7
CNC(=O)c1sc(NCc2ccccc2OC)nc1C | 1 | 15% | -3% | 4%[57.1 µM] | 0.4 | -1%[57.1 µM] | 23 | 0 | 1.9
COCCCNC(=O)Cn1c(=O)n(Cc2ccc(C(=O)NCCc3ccc(OC)c(OC)c3)cc2)c(=O)c2ccccc21 | -2 | 3% | -6% | 17% | 0.9 | -2% | 26 | -6 | -0.1
Cc1nn(Cc2ccc(Cl)cc2Cl)c(C)c1NC(=O)c1ccc(COc2cc(Cl)ccc2Cl)o1 | 4 | 4% | -11% | -9% | 0.9 | -2% | -10 | -7 | -0.4
Cc1ccc(C)c(CSc2cn(CC(=O)N3CCCCCC3)c3ccccc23)c1 | 1 | -1% | -8% | 20% | -0.5 | -2% | nt | 6 | -0.5
C[C@]12C=CC(=O)C=C1CC[C@@H]1[C@@H]2[C@@H](O)C[C@@]2(C)[C@H]1CC[C@]2(O)C(=O)COC(=O)CCC(=O)NCCc1ccc(O)cc1 | 2 | -10% | -12% | 21% | 0.3 | 1% | -4 | 3 | 1.2
CCN1C=CC2=C(C#N)C(N)C(C#N)(C#N)C(c3ccccc3C(F)(F)F)C2C1 (stereo unspecified) | -10 | -8% | ? | 11%[57.1 µM] | 7.0 | 12%[57.1 µM] | 14 | -1 | 3.0
Cc1cc(=O)n2c(sc3ccccc32)c1C#N | 3 | 3% | -13% | 27% | -1.3 | 19% | -19 | 3 | 1.8
CC(C)Oc1ccc(CNC(=O)Cn2ncn3nc(-c4cccs4)cc3c2=O)cc1 | 3 | 16% | -10% | 9% | -0.7 | 1% | nt | 4 | -0.9
Cc1cccc(C2NC(=O)c3ccccc3N2)c1 (stereo unspecified) | -1 | 5% | -22% | -13% | nt | 121%[activator] | nt | nt | nt
CCOC(=O)Cn1nc2sc3ccccc3n2c(=O)c1=O | -4 | 11% | -10% | 16%[11.4 µM] | 0.3 | 13%[57.1 µM] | -5 | -5 | 0.1
CC(NC(=O)CSc1nc2ccccc2n1CCC#N)c1ccc(F)cc1 (stereo unspecified) | 4 | 3% | 0% | 9% | 0.0 | -1% | -10 | 0 | -1.0
C=CC[C@H](CC(=O)N(CCO)Cc1ccccc1)C(=O)N[C@H](COC(=O)[C@H](CC=C)CC(=O)OC(C)(C)C)Cc1c[nH]c2ccccc12 | -1 | -5% | ? | -4% | nt | -10% | nt | nt | nt
Cn1ccnc1SCC(=O)Nc1cccc(C(F)(F)F)c1 | 1 | 3% | -2% | 18% | 0.0 | 4% | 13 | 0 | 0.6
CC(=O)Nc1c2c(nn1-c1cccc(Cl)c1)CS(=O)(=O)C2 | -8 | 10% | -26% | 26% | 0.4 | 12% | -2 | 2 | -0.2
O=c1cc(CN2CCCCC2)nc(C2CC2)[nH]1 | 3 | 0% | -5% | -2%[57.1 µM] | 0.2 | -4%[57.1 µM] | -7 | -4 | 0.5
Cc1ccc(C(=O)/C=C/c2ccc3ncccc3c2)cc1 | 5 | 1% | ? | ? | -1.8 | -9% | -10 | 4 | 0.1
COC(=O)c1cc(-c2ccc(Cl)cc2)n[nH]1 | 0 | 9% | -9% | 25% | -0.6 | -2% | -12 | -2 | -0.8
COc1ccc(CCNC(=S)N(C)C)cc1OC | -6 | -13% | -3% | 7% | 0.7 | -2% | 0 | 11 | 0.5
Cc1ccc(C)c(S(=O)(=O)N/N=C/c2cccnc2)c1 | -1 | 3% | -3% | 3%[57.1 µM] | 0.0 | -5% | 3 | 0 | 1.3
Cc1cc(C)n(-c2nnc(NCc3ccc(Cl)cc3)nn2)n1 | -5 | -1% | -26% | 4%[57.1 µM] | -0.2 | -4%[57.1 µM] | 6 | 1 | -0.1
COc1cccc(C(=O)Nc2cccc(-c3nc4ncccc4o3)c2C)c1 | -13 | 6% | -17% | -4% | -0.8 | -8% | -17 | 3 | 0.8
C=C1CCN([C@@H](C)C(=O)NCc2cc(OC)c(OC)c(OC)c2)S(=O)(=O)c2ccccc21 | 2 | 16% | -11% | 5% | -0.1 | -2% | 3 | -1 | 0.7
NC(=O)CC(NC(=O)c1ccccc1)c1ccc(N2CCCCCCC2)c([N+](=O)[O-])c1 (stereo unspecified) | 5 | -1% | -20% | 14% | -0.2 | -1% | 14 | -1 | -0.4

Ordered by SMILES length (ascending): part of the list above.
SMILES | PI4K2A block | mIDH1 inhibitor | USP1 inh | rTrxR1 inhibitor | TRHR agonist | TrxR1 substrate | D2 antag | TRHR enhancer | D2 agonist
COC(=O)c1cc(-c2ccc(Cl)cc2)n[nH]1 | 0 | 9% | -9% | 25% | -0.6 | -2% | -12 | -2 | -0.8
Cc1ccc(C(=O)/C=C/c2ccc3ncccc3c2)cc1 | 5 | 1% | ? | ? | -1.8 | -9% | -10 | 4 | 0.1
Cc1cc(C)n(-c2nnc(NCc3ccc(Cl)cc3)nn2)n1 | -5 | -1% | -26% | 4%[57.1 µM] | -0.2 | -4%[57.1 µM] | 6 | 1 | -0.1
COc1cccc(C(=O)Nc2cccc(-c3nc4ncccc4o3)c2C)c1 | -13 | 6% | -17% | -4% | -0.8 | -8% | -17 | 3 | 0.8
